mIAP inh = mouse IAP inhibition | hit rate 0.2% among 330,000 | purified mouse IAP, CDP-Star luminescence, 30 min | inhibition, % at 10 µM;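 active = inhibition of at least 40% at 10 µM in the primary screen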;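 note: plate controls were DMSO with enzyme for no effect and no enzyme wells for full effect; values of inactives mirror those of a sister screen read the other way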
Apaf-1 inh = inhibitors of human Apaf-1 apoptosome; O14727; reconstituted apoptosome caspase-3 activity, DEVD-Rh110 fluorescence; inhibition, % at 20 µM; hit rate 0.71% among 330,000; active = inhibition of at least 40% at 20 µM;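 note: plate controls were DMSO wells for no effect and DEVD-CHO caspase inhibitor wells for full effect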
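Material: reconstituted apoptosome with Apaf-1, cytochrome c, caspase-9, procaspase-3, dATP; medium: pH 7.5 Hepes buffer with CHAPS, BSA, DTT; also added: cytochrome c and DEVD-Rh110 substrate; timing: 30 min plus 50 min, RT; signal: Rh110 fluorescence intensity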
hIAP inh = human IAP inhibition | inhibition, % at 10 µM | P09923 | AID 2544 | purified IAP, CDP-Star luminescence, 30 min | hit rate 0.12% among 330,000;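 active = inhibition reaching a set limit with compound at 10 µM in the primary screen, cut at about 35% in these data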;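 note: plate controls were DMSO wells with enzyme for no effect and no-enzyme buffer wells for full effect; values of inactives mirror those of a sister screen read the other way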
Target sequence (P09923 whole entry, looked up): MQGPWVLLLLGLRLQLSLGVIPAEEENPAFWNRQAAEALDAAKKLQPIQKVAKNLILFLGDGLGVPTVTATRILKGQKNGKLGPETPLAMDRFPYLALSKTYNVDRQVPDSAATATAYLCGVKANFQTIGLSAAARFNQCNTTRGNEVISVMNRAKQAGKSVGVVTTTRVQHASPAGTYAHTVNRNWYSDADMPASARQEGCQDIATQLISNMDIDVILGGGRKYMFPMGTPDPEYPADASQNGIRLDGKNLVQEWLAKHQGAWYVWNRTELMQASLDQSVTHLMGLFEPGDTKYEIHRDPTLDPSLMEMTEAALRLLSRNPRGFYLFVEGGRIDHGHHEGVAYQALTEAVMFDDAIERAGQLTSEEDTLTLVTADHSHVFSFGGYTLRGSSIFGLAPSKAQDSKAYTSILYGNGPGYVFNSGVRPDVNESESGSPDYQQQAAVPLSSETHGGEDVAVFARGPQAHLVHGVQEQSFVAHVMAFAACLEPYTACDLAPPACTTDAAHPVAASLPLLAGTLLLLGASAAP
tim10-1 inh = inhibits growth of tim10-1 mutant yeast; S. cerevisiae tim10-1 ts strain growth, BacTiter-Glo, 24 h; inhibition, % at 20 µM; hit rate 2.2% among 330,000; AID 463190;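 active = inhibition of at least 40%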;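 note: mutant grown at 25 °C; 0% = DMSO wells with yeast and 100% = wells holding no yeast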
TIM10 inh = growth inhibitors of TIM10 yeast strain | inhibition, % at 10 µM | AID 463195 | S. cerevisiae TIM10 strain growth, BacTiter-Glo luminescence, 24 h | hit rate 1.4% among 330,000;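 active = inhibition of 40% or more at the single tested concentration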;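 note: wild-type TIM10 isogenic control strain grown at permissive 25 °C; 0% = DMSO yeast wells and 100% = minimal medium wells without yeast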
ATG4B inhibitor = inhibitors of human ATG4B cysteine protease; inhibition, % at 8.33 µM; AID 504462; hit rate 0.51% among 340,000; ATG4B cleavage of LC3-PLA2, NBD-HPC fluorescence, 1 h; in the data active = inhibition above about 40%
Target sequence (Q9Y4P1 whole entry, looked up): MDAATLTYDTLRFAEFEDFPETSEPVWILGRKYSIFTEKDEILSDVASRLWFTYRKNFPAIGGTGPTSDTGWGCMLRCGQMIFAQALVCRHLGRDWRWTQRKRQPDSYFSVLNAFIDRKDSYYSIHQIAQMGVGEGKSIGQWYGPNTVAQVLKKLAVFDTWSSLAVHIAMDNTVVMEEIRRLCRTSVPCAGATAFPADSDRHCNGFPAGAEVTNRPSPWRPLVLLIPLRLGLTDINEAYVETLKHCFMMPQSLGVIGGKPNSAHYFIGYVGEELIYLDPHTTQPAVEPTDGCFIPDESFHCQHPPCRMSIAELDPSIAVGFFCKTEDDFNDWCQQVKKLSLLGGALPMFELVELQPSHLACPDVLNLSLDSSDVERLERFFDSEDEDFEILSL
hIAP activ = increases human intestinal alkaline phosphatase activity. activation factor at 10 µM. hit rate 0.16% among 330,000. P09923. AID 2524. purified human IAP, CDP-Star luminescence, 30 min; stronger effect = higher value; 1 = vehicle-only enzyme, 0 = enzyme-free background;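 active = activation factor of the enzyme at least 2-fold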; note: the source names both 10 and 20 µM as test concentration; values of inactives mirror those of a sister screen read the other way
NLRP3 yeast inh = NALP3 inhibition in yeast; hit rate 0.39% among 330,000; Yeast reconstituted NLRP3/ASC/caspase-1, beta-gal luminescence, 24 h; inhibition, % at 10 µM;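 active = inhibition of 50% or more; inactive = inhibition below 50%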;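 note: plate controls were induced DMSO wells for no effect and uninduced yeast grown without galactose for full effect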
mIAP act = increases mouse intestinal alkaline phosphatase activity; hit rate 0.24% among 330,000; AID 2805; activation factor at 10 µM; muIAP, CDP-Star luminescence, 30 min; stronger effect = higher value; 1 = vehicle-only enzyme signal, 0 = enzyme-free wells;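 active = activation factor of at least 2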; note: the source names both 10 and 20 µM as test concentration; values of inactives mirror those of a sister screen read the other way
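also added = chemiluminescent substrate CDP-Star | test system = mouse IAP enzyme | signal = chemiluminescence readout | compound = DMSO-dissolved test compounds | incubation = 30 min at room temperature | benchmarks = DMSO wells, no-enzyme wells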
The depositor's hits bear a star.

Molecule,mIAP inh,Apaf-1 inh,hIAP inh,tim10-1 inh,TIM10 inh,ATG4B inhibitor,hIAP activ,NLRP3 yeast inh,mIAP act
O=C(NCc1ccccc1F)c1cc(=O)[nH]c2ccccc12,-1,1,11,-13,-15,-1,0.89,7,1
c1ccc(-c2csc3ncnc(NCCCN4CCOCC4)c23)cc1,8,-8,1,-1,8,4,0.99,4,0.92
COC(=O)c1c(NC(=O)CN2CCN(S(=O)(=O)c3ccccc3[N+](=O)[O-])CC2)sc2c1CCC(C)C2 (stereo not given),7,0,6,4,14,-13,0.94,18,0.93
COc1ccc(C(=O)c2c(N)sc3c2CCN(C(=O)OC(C)(C)C)C3)cc1,16,1,4,3,20,3,0.96,4,0.84
CCOc1ccc2[nH]c(=O)c(C(c3nnnn3CC3CCCO3)N3CCc4ccccc4C3)cc2c1 (stereo not given),3,27,7,26,14,-5,0.93,-16,0.97
CN1CCN(C(=O)c2cc3sccc3n2CC(=O)c2ccccc2)CC1,13,-22,-18,13,1,-5,1.2,2,0.87
CCOC(=O)C1=C(CNCCc2ccc(Cl)cc2)NC(=O)NC1c1ccc2c(c1)OCO2 (stereo not given),2,27,7,22,28,-7,0.93,2,0.98
CCN1C(=O)[C@H]2[C@@H](c3ccc(-c4ccc(OC)cc4)cc3)N[C@@](C)(C(=O)OC)[C@H]2C1=O,-1,-6,-10,8,14,-9,1.1,3,1
CCN1CCN(C(=O)C(=O)c2cn(CC(=O)N3CCCC3)c3ccccc23)CC1,-2,3,-14,12,9,-2,1.1,8,1
CC(C)(C)[C@H]1COC(=O)CCCC/C=C\C[C@H](CC(=O)NCCO)C(=O)N1,-20,15,10,-11,-2,7,0.9,1,1.2
CCOc1cc(NC(=O)c2cccs2)c(OCC)cc1NC(=O)CCC(=O)NCCN1CCOCC1,4,-3,-6,4,1,2,1.1,7,0.96
CC(OC(=O)C1CCCCC1)c1nc2ccccc2[nH]1 (stereo not given),2,-3,3,29,-17,0,0.97,12,0.98
COc1ccc2nc(SCC(=O)Nc3cc(OC)c(OC)cc3C(=O)O)c(C)cc2c1,7,-16,13,7,22,10,0.87,-10,0.93
O=C(CNC(=O)c1ccccc1Cl)N/N=C/c1ccc2c(c1)OCO2,3,6,-3,19,0,-6,1,13,0.97
COc1cc(OC)c(C(=O)OCC(=O)NC2CCCCCCC2)cc1OC,-13,16,-15,-18,-19,-7,1.2,21,1.1
O=C(CN1CCN(S(=O)(=O)c2ccccc2)CC1)NCCc1ccccc1,-2,0,-13,21,11,8,1.1,-11,1
COc1cccc(-n2c(SCC(=O)NCCC3=CCCCC3)nc3n[nH]c(C)c3c2=N)c1,-8,14,6,5,-12,-10,0.94,11,1.1
COc1ccc2c(=O)c3c(=O)n(Cc4ccco4)c(C(C)C)nc3oc2c1,-16,7,13,37,18,-8,0.87,6,1.2
COc1ccc2[nH]c(C(=O)NCCCN3CCCC3=O)c(C)c2c1,-4,1,-10,0,-2,3,1.1,13,1
COc1ccc(C(=O)N2CCOC2CNC(=O)C(=O)NCc2ccc(Cl)cc2)cc1 (stereo not given),1,-7,3,4,-7,-5,0.97,17,0.99
O=S(=O)(c1ccc(NC(=S)NCCC(c2ccccc2)c2ccccc2)cc1)N1CCOCC1,-107,32,7,33,6,-19,0.93,19,2.1*
O=C(Cc1csc(NC(=O)Nc2cccc(Cl)c2)n1)NCc1cccnc1,-5,-2,-10,-11,-6,-2,1.1,16,1.1
Cc1nn(CC(=O)NCCc2ccccc2)c(=O)c2cccn12,0,3,-2,-9,5,2,1,2,1
COC(=O)CCCCCCCCCCN1CCCCC1,6,4,-2,19,10,-5,1,7,0.94
CCOc1ccc(CC(=O)C2=C(N3CCOCC3)CC(C)(C)CC2=O)cc1OCC,4,-1,-3,22,-3,-14,1,-14,0.96
COCCN(C(=O)c1cc(OC)c(OC)c(OC)c1)c1c(N)n(Cc2ccccc2)c(=O)[nH]c1=O,1,-8,-12,0,-11,-2,1.1,1,0.99
O=S(=O)(Cc1ccccc1)NCC1CCCN(Cc2cccc3nonc23)C1 (stereo not given),10,4,-15,0,-5,9,1.2,13,0.91
O=c1oc2ccc(Cl)cc2cc1-c1nnc(Nc2cccc(C(F)(F)F)c2)s1,3,2,-8,9,5,-6,1.1,10,0.97
O=C1CC(NS(=O)(=O)c2cccnc2)CN1c1ccc(F)cc1 (stereo not given),-6,5,-2,-1,-6,-3,1,8,1.1
COc1cc(NC(=O)CN2c3cccc4cccc(c34)S2(=O)=O)cc(OC)c1OC,-2,10,-12,10,4,-4,1.1,-6,1
N#CC(Sc1ccccn1)c1ccc(Cl)cc1 (stereo not given),7,8,2,-36,-94,-7,0.97,-14,0.93
CNC[C@@H](C)NC[C@@H](Cc1ccccc1)NCCc1ccccc1,-7,1,-3,-71,-61,4,1,9,1.1
COc1cccc(C(=O)Nc2cccc(C(=O)N3CCOCC3)c2)c1,7,1,-6,13,7,-3,1.1,3,0.93
O=C(O)COc1ccc(/C=N/NC(=O)c2ccccc2Br)cc1,4,6,0,8,-2,-8,1,-5,0.96
COc1ccc(N(CC(O)CN2CCOCC2)S(=O)(=O)c2ccc(C)cc2)cc1 (stereo not given),0,2,-14,-6,-12,-7,1.1,20,1
CCCCN(C)CC(O)Cn1cc(/C=C/C(=O)c2ccc(C)cc2)c2ccccc21 (stereo not given),8,36,21,4,16,-5,0.79,16,0.93
O=C1C2C3C=CC(C3)C2C(=O)N1CC1CCCO1 (stereo not given),-5,-8,-20,12,-2,-10,1.2,12,1
NC(=O)c1ccccc1NS(=O)(=O)Cc1ccccc1,-9,-1,6,4,-4,-7,0.94,-2,1.1
COc1ccc(CC(=O)Nc2ccc(NC(=O)c3ccc(Br)cc3)cc2)cc1OC,-16,3,-10,30,6,1,1.1,2,1.2
C[C@H](CO)N1C[C@H](C)[C@@H](CN(C)Cc2ccc(Cl)c(Cl)c2)Oc2c(NC(=O)C3CCOCC3)cccc2C1=O,2,2,-10,10,9,-12,1.1,9,0.98
CCN(CC1CCCN(CCc2cccc(F)c2)C1)C(=O)c1cc(C)oc1C (stereo not given),7,5,3,-3,0,7,0.97,19,0.93
O=C(Nc1cccc([N+](=O)[O-])c1)NC1CCS(=O)(=O)C1 (stereo not given),2,-1,15,-7,10,9,0.85,12,0.98
Cc1ccc(N2CCN(C(=O)NC3CCCCC3)CC2C)cc1 (stereo not given),13,-13,4,2,-8,4,0.96,25,0.87
Cc1ccc(/C=C/C(=O)O)cc1S(=O)(=O)NC1CCS(=O)(=O)C1 (stereo not given),-1,-3,-16,-6,-3,5,1.2,-5,1
COc1cccc(CNC(=O)c2ccccc2N)c1,3,-3,-14,-12,6,0,1.1,13,0.97
O=C(c1ccc(Cl)cc1)N1CCC(C(=O)N2CCCc3ccccc32)CC1,-6,16,-17,22,3,4,1.2,17,1.1
CC1CCCN(S(=O)(=O)c2cccc(-c3cn4cccnc4n3)c2)C1 (stereo not given),-8,5,-9,21,2,-7,1.1,4,1.1
COc1ccc(/C=C2\C(=O)NC(=S)N2C(=O)c2ccc(C)cc2)cc1,14,17,-7,24,5,32,1.1,18,0.86
Cc1nc(Sc2cccn2C)c(C(F)(F)F)c(=O)[nH]1,1,-7,5,6,-4,2,0.95,-1,0.99
Cc1ccc(N/C=C2\C(=O)N(c3ccc(F)cc3F)C(c3cccnc3)S2(=O)=O)cc1 (stereo not given),8,-3,-11,-20,-85,-14,1.1,21,0.92

Next section.
Molecule,mIAP inh,Apaf-1 inh,hIAP inh,tim10-1 inh,TIM10 inh,ATG4B inhibitor,hIAP activ,NLRP3 yeast inh,mIAP act
O=C(N/N=C/c1ccc[nH]1)c1c[nH]c2ccccc12,30,5,-10,-18,5,3,1.1,10,0.7
Cc1ccccc1NC(=O)Cn1c(=O)n(-c2ccc(CC(=O)NCC3CCCO3)cc2)c(=O)c2ccccc21 (stereo not given),-5,-22,-17,-7,-7,-7,1.2,10,1.1
C/C(=C(\C#N)C(=O)NCCCN1CCOCC1)N(C)C,-2,-7,6,-1,2,-8,0.94,4,1
O=C(O)C1CC1C(=O)Nc1nc2c(Cl)cccc2s1 (stereo not given),-4,8,2,13,-13,2,0.98,-5,1
NCCC(=O)NCCc1cnc[nH]1,-10,-6,23,-8,2,-5,0.77,66*,1.1
COCCN(Cc1cccs1)S(=O)(=O)c1csc(C(N)=O)c1,-6,-9,-23,-1,0,-10,1.2,10,1.1
COc1ccc(C(=O)C2CCCN(Cc3ccc(C#CCCO)cc3)C2)cc1F (stereo not given),0,-1,-6,8,0,17,1.1,7,1
Cn1c(N)c(Br)c(-c2ccc(F)cc2)c(C#N)c1=O,11,-8,4,3,-1,0,0.96,-3,0.89
Cc1ccc(C)c(Nc2nc3ccc(C)cc3n3cnnc23)c1,-4,17,3,7,-13,7,0.97,9,1
CN(C)C(=O)c1cc(Br)ccc1Cl,-4,-6,0,5,0,-9,1,-1,1
CCOc1cc(NC(=S)NCCCN2CCOCC2)c(OCC)cc1NC(=O)c1ccc(OC)cc1,2,1,-7,8,7,-1,1.1,5,0.98
COc1ccc2[nH]c(C)c(C(=O)CN3CC(C)OC(C)C3)c2c1 (stereo not given),3,-5,13,4,11,-5,0.87,2,0.97
C=C[C@]1(C)C=C2CCC3[C@](C)(CCC[C@@]3(C)C(=O)O)C2CC1 (stereo not given in full),14,4,9,32,22,-11,0.91,-4,0.86
COc1ccc(C(C)C)cc1S(=O)(=O)N1CCC(C(=O)NCc2cccnc2)CC1,2,0,8,-4,7,-5,0.92,13,0.98
O=C(Nc1nc(-c2ccc3ccccc3c2)cs1)C1CCN(S(=O)(=O)c2cccs2)CC1,-35,7,-13,2,4,10,1.1,-13,1.3
CCOC(=O)c1cnc(-n2nc(C)cc2C)nc1NC1CCCC1,6,9,-4,39,45*,5,1,30,0.94
Cn1c(=O)n(C)c2cc(S(=O)(=O)NCCOCCO)ccc21,8,-11,18,1,12,-6,0.82,21,0.92
COc1ccc(N2CCN(CC(O)COc3ccccc3[N+](=O)[O-])CC2)cc1 (stereo not given),1,2,14,7,8,2,0.85,21,0.99
CCOC(=O)c1[nH]c2c(c1-c1ccccc1)C(=O)CC(c1ccc(OCC)cc1)C2 (stereo not given),10,-5,10,6,4,0,0.9,15,0.9
Nc1ncnc2c1ncn2[C@@H]1O[C@H](CNCc2cn(CC(=O)NC3CC3)c3ccccc23)[C@@H](O)[C@H]1O,-4,-6,-10,6,10,-1,1.1,-5,1
O=C(COc1ncnc2cc(Cl)ccc12)c1ccccc1,-9,-9,3,21,13,-9,0.97,37,1.1
COc1ccccc1C(=O)NC(=O)COC(=O)c1cnc(C)cn1,-3,-3,-7,20,13,1,1.1,16,1

Entries above printed as active in mIAP act.
SMILES | mIAP inh | hIAP inh | tim10-1 inh | ATG4B inhibitor | hIAP activ | NLRP3 yeast inh | mIAP act
O=S(=O)(c1ccc(NC(=S)NCCC(c2ccccc2)c2ccccc2)cc1)N1CCOCC1 | -107 | 7 | 33 | -19 | 0.93 | 19 | 2.1*

Screening data: PubChem, Sanford-Burnham Center for Chemical Genomics

The order is random; 4.5% or so of the library scored in one or more.
